Screening results from PubChem BioAssay.
SENP8 block: blocks the human protease SENP8; Q96LD8; purified SENP8, Z-RLRGG-aminoluciferin cleavage, luminescence; inhibition, % at 10 µM; hit rate 1.2% among 330,000
697 NFkB inh: lowers PMA/ionomycin-induced NF-kB signal in 697 B cells; 697 B-cell NF-kB luciferase reporter, 16 h; inhibition, % at 4 µM; hit rate 0.33% among 330,000; in the data active = inhibition above about 35%
UBC13 polyUb: human UBC13 polyubiquitination inhibition; P61088; UBC13 polyubiquitin chain formation, TR-FRET; inhibition, % at 20 µM; hit rate 0.47% among 330,000; in the data active = inhibition above about 45%, passing the limit was not always enough
Target sequence (P61088 whole entry, looked up): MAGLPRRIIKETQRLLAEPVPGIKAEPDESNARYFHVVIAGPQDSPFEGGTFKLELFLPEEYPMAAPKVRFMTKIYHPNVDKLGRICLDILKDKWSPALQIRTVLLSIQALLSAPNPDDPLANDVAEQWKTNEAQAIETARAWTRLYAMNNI
CCR6 antag: antagonists of human CCR6 receptor | hit rate 0.49% among 340,000 | inhibition, % at 20 µM | P51684 | CHO-K1 CCR6 PathHunter beta-arrestin, luminescence, CCL20-stimulated;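 active = compounds whose inhibition of the agonist-driven luminescence signal at 20 µM reaches about 50%, limit read from the data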;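 note: cells stimulated with CCL20 at 14 nM final; plate controls were DMSO with CCL20 for no effect and DMSO without agonist for full effect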
Target sequence (P51684 whole entry, looked up): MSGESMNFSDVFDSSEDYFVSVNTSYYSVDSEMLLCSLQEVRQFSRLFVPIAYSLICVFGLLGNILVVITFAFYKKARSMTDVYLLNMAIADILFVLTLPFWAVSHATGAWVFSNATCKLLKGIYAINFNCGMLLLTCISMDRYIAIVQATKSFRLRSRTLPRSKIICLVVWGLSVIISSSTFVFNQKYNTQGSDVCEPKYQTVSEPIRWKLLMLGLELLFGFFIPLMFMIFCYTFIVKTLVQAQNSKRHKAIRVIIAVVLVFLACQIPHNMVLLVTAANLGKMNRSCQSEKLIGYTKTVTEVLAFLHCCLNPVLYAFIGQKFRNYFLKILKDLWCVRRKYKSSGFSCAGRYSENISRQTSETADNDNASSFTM
Apaf-1 inh: inhibitors of human Apaf-1 apoptosome | inhibition, % at 20 µM | hit rate 0.71% among 330,000 | reconstituted apoptosome caspase-3 activity, DEVD-Rh110 fluorescence | O14727; active = inhibition of at least 40% at 20 µM;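 note: plate controls were DMSO wells for no effect and DEVD-CHO caspase inhibitor wells for full effect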
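Medium: Hepes buffer, pH 7.5 / System: biochemical Apaf-1 apoptosome reconstitution / Measured by: Rh110 fluorescence, excitation 480 nm, emission 540 nm / Times: compound with Apaf-1, dATP, procaspase-3 30 min, then 50 min reaction, room temperature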
EBI2 block: EBI2 (human) antagonism. inhibition, % at 5 µM. EBI2 beta-arrestin recruitment, luminescence, 7a,25-OHC stimulated. hit rate 0.81% among 360,000. AID 651636. P32249; in the data active = inhibition above about 38%;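 note: enzyme fragment complementation signal reports receptor beta-arrestin coupling in cells; 0% = agonist plus DMSO wells and 100% = wells without agonist; some results beyond the cut were filed as inactive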
Target sequence (P32249 whole entry, looked up, the tested form may be a part): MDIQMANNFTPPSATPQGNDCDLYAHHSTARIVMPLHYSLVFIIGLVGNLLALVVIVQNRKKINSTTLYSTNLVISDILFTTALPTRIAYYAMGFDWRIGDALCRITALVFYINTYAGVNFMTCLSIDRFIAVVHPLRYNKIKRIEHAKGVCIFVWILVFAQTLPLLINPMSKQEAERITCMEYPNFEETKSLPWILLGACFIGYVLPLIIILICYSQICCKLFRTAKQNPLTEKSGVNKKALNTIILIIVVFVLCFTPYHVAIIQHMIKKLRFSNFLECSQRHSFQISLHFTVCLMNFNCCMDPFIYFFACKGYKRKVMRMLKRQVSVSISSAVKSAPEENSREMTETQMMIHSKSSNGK
Jurkat NFkB inh: lowers PMA/ionomycin-induced NF-kB signal in Jurkat cells; PMA/ionomycin-induced NF-kB luciferase reporter, luminescence; inhibition, % at 4 µM; hit rate 0.53% among 330,000; AID 435003
Gli-Sufu block: blocks Gli-Sufu signaling in a luciferase reporter | hit rate 0.74% among 340,000 | inhibition, % at 5 µM | Sufu-KO-LIGHT fibroblasts, Gli luciferase reporter luminescence;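 active = inhibition above about 55%, limit read from the data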;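 note: 0% = DMSO-treated cells and 100% = wells with medium but no cells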
An asterisk follows results filed as active; / = no result given. Cut-off read from the data, not from the text of the source, unless noted: active = inhibition above about 50%; inactive = the rest. An excerpt; the hit share may differ from the screen's.

SMILES	SENP8 block	697 NFkB inh	UBC13 polyUb	CCR6 antag	Apaf-1 inh	EBI2 block	Jurkat NFkB inh	Gli-Sufu block
Cc1ccc(NC(=O)CSCC(=O)N2CCCc3ccccc32)cc1	3	22	5	12	9	4	13	6
O=C(NCCSc1c(-c2ccccc2)[nH]c2ccccc12)c1cc2ccccc2oc1=O	-12	-3	-20	10	12	13	3	0
Cc1ccc(OC(C)C(=O)Nc2ccccc2C(=O)NCc2cccnc2)cc1C (centres undefined)	-7	-26	1	17	19	9	-10	0
CCOC(=O)C1=C(C)NC(=O)NC1c1cccnc1 (centres undefined)	-10	-11	0	12	-9	4	-8	-3
COc1ccc(NC(=O)COc2cccc3c2OC(C)(C)C3)c(OC)c1	15	14	1	11	10	4	-25	-2
CC(O)(CC(=O)O)CC(=O)O	-7	14	4	/	-11	/	7	/
CCn1cc(/C=N/NS(=O)(=O)c2ccc(C)cc2)c(C)n1	2	8	-4	5	-2	-3	-1	-6
CC(NC(=O)c1ccco1)C(=O)OCC(=O)c1ccc(Cl)s1 (centres undefined)	-3	15	-2	-2	-5	-3	1	-6
O=C(CCC1CCCCC1)NCCN1C2=NC[C@@H](Cc3ccccc3)N2C[C@H]1Cc1ccc(O)cc1	-10	-4	15	19	45*	4	-2	45
CCOCCOc1cccc(C(=O)NC(c2ccccc2)C(C)C)c1 (centres undefined)	0	32	-2	9	-11	-4	-5	5
CNC(=O)N(O)C1N(NC(=O)Nc2cccc3ccccc23)C(=S)SC1(C)C (centres undefined)	-11	-13	-4	4	5	-8	0	22
Cc1ccc(C2=NNC(C(O)C(O)C(O)C(O)CO)S2)cc1 (centres undefined)	-6	-87	-14	14	3	8	-36	-35
CC(C)(C)C(=O)COC(=O)c1cccc(NC(=O)c2ccco2)c1	-6	3	4	0	-9	-17	-17	1
CCC1(C)N(O)C(C)(C)C(c2ccc(F)cc2)=[N+]1[O-] (centres undefined)	-2	18	4	6	3	-1	1	-4
N=c1c[n+](-c2ccc(Cl)cc2)[n-]o1	5	12	1	-10	-8	0	-8	-3
CC(=O)NS(=O)(=O)c1ccc(Nc2ccc([N+](=O)[O-])c3nonc23)cc1	0	14	-354	55*	-3	14	10	5
COc1ccc(Cn2c(=O)cc(N)n(-c3ccccc3C)c2=O)cc1	-3	-11	7	5	-21	1	32	-29
Cc1c(NC(=O)c2cccs2)cccc1[N+](=O)[O-]	-1	-7	-2	0	-8	-5	4	-5
COC(=O)c1c(NC(=S)NC(=O)c2ccco2)sc2c1CCCC2	-16	-23	-11	19	0	-2	-9	-10
CCc1n[nH]c2c1/C(=N\O)CC(C)(C)C2	-2	-17	-11	14	5	-12	-22	5
CCOC(=O)c1cnc(-c2ccccc2)nc1C(F)(F)F	-1	-13	1	10	0	-16	2	2
CCSc1ncc(/C=N/Nc2ccc(F)cc2)n1C	-10	-10	-18	26	19	1	-1	3
COc1ccc(NC(C)=O)cc1CP(=O)(c1ccccc1)c1ccccc1	-2	9	2	7	-3	-10	12	2
O=C1COc2ccc(C(=O)COC(=O)c3ccc(S(=O)(=O)C(F)F)cc3)cc2N1	-5	6	1	13	10	10	7	-11
CC1CC(C)CN(CCOCCSc2ccc(Cl)cc2)C1 (centres undefined)	1	-22	-1	8	-5	14	-10	15
Cc1cc(Cl)c(OCCCn2ccnc2)c(Br)c1	-7	-15	4	5	1	0	-4	5
Cc1ccc(S(=O)(=O)NCc2cc(=O)n(C)c(=O)n2C)cc1C	-8	-7	-3	12	0	-3	-13	-1
CC1CC(C)(C)NC(=S)N1CCCC(=O)Nc1ccc(Cl)cc1 (centres undefined)	-5	-14	-9	10	5	0	-17	-5
CC(=O)NCC(=O)OC(C)C(=O)Nc1ccc(C(C)=O)cc1 (centres undefined)	8	7	0	7	9	-7	-2	0
CCOc1cc(CNCC2CCCN2CC)cc(Cl)c1OC (centres undefined)	-7	-16	-3	14	-3	3	-1	5
C=CCNC(=S)Nc1ccc(F)cc1F	-7	-17	-5	-20	3	-7	-9	9
N#Cc1ccc(NC(=S)Nc2ccccc2)cc1	3	2	-8	4	13	-1	1	-7
O=C(CN1CCN(S(=O)(=O)c2ccc(Cl)c(Cl)c2)CC1)N1CCCC1	4	24	7	-5	-8	-7	-1	1
O=c1sc2ccccc2n1CCOc1ccccc1	6	-79	17	-6	-2	9	-75	-92
O=[N+]([O-])c1cc(/C=N/OCc2c(Cl)cccc2Cl)ccc1N1CCOCC1	-6	-9	-24	19	15	41	-3	-2
COc1ccc(C2CC(c3cccs3)=NN2c2nc(C)c(C(C)=O)s2)cc1OC (centres undefined)	1	18	25	13	29	15	-12	22
COc1ccc(C(c2nnnn2C2CCCC2)N2CCN(C3CCCC3)CC2)cc1OC (centres undefined)	-1	11	5	-5	-11	3	1	2
COc1ccc(NC(=S)N(CCN(C)C)C(C)c2ccco2)cc1Cl (centres undefined)	-4	0	8	10	1	-4	2	19
Cc1ccc(C)c(Cn2c(O)c(N=NC(=S)Nc3ccccc3F)c3ccccc32)c1	3	-10	-29	9	-4	8	19	9
COc1ccc(-c2cc(-c3nnc(COC(=O)C4CC4)o3)c3ccccc3n2)cc1OC	-6	35	22	6	20	-3	-14	-8
Cc1c(C(=O)N/N=C/c2ccncc2)no[n+]1[O-]	-6	10	-5	0	-9	3	12	-7
O=C(Cc1ccccc1[N+](=O)[O-])NNC(=O)c1cccs1	-12	3	-7	-6	13	-2	-20	1
COc1cc2c(cc1OC)C(C)N(C(=O)Cn1ncc3c1-c1ccccc1OC3)CC2 (centres undefined)	-1	6	4	5	-8	9	8	4
CCOC(=O)c1c(NS(=O)(=O)c2ccc(Br)cc2)sc2c1CCC2	11	10	-9	11	7	-7	-8	2
N/C(Cc1cccc2ccccc12)=N\O	-5	-21	-6	-2	-1	-13	-32	4

Copied from the list:
697 NFkB inh, Cc1ccc(C)c(Cn2c(O)c(N=NC(=S)Nc3ccccc3F)c3ccccc32)c1 reads -10
697 NFkB inh, CCOC(=O)c1c(NS(=O)(=O)c2ccc(Br)cc2)sc2c1CCC2 reads 10

Next section
SMILES	SENP8 block	697 NFkB inh	UBC13 polyUb	CCR6 antag	Apaf-1 inh	EBI2 block	Jurkat NFkB inh	Gli-Sufu block
COc1ccc(CN2CCCC(C(=O)N(C)Cc3ccccc3)C2)cc1OC (centres undefined)	-3	11	2	4	4	4	-13	-18
CC(C)N1CC(C(=O)Nc2ccc(S(=O)(=O)N3CCCCC3)cc2)CC1=O (centres undefined)	2	1	8	6	2	-3	-13	41
COc1ccc(C)cc1NC(=O)CSc1nc(SC)ns1	-7	3	0	3	15	-10	-2	-2
COC(=O)c1ccc2[nH]ccc2c1	4	-6	3	3	1	-4	-6	-3
COc1ccc(-c2nnc(SCC(=O)Nc3nc4ccccc4s3)n2C)cc1	0	5	-11	8	8	4	-5	-10
COC(C[C@@H](O)[C@@H](C)[C@H](O)COCc1ccccc1)OC	-6	10	2	4	-9	-9	4	-2
CCN(CC(=O)Nc1cc(Cl)ccc1C)C(=O)C1COc2ccccc2O1 (centres undefined)	6	18	7	13	0	3	1	-2
CCC1CCCCN1S(=O)(=O)c1ccc(NC(=O)c2snnc2C)cc1 (centres undefined)	-6	-31	-4	8	8	7	12	0
N#Cc1c(N)sc2c1CCN(CCc1ccccc1)C2	-9	7	-7	12	5	-8	13	6
Cc1ccc(S(=O)(=O)Cn2nnnc2CN2CCN(Cc3ccc4c(c3)OCO4)CC2)cc1	-1	-21	8	13	-5	-6	-5	11
CCC1(C)Cc2c(C#N)c(N)n(N)c(=S)c2CO1 (centres undefined)	3	9	8	-2	-4	0	-3	-5
COc1ccc(CC(=O)Nc2sc3c(c2C#N)CC(C)(C)NC3(C)C)cc1OC	5	-5	3	6	-9	-7	7	12
OCCCNc1nccc(-c2cc(Nc3cccc(Cl)c3)ncn2)n1	-6	67*	36	15	9	16	99*	23
COC(CNC(=O)c1cc(-c2ccncc2)nc2ccc(S(=O)(=O)N3CCOCC3)cc12)OC	3	-38	-16	6	-4	-2	-9	-5
c1ccc2c3c(c(CN4CCCCC4)cc2c1)COC3	-7	-1	-6	10	-16	-5	-11	12
OC(CNCc1ccc(Cl)cc1)(c1ccccc1)c1ccc(F)cc1 (centres undefined)	2	3	8	4	19	-2	-3	18
Cc1cc(C)n(CC(=O)c2cccc(N)c2)n1	7	23	7	-2	-10	-2	-7	16
CCN(CC)S(=O)(=O)c1cccc(NC(=O)COC(=O)CCC(=O)c2ccc(F)cc2)c1	-4	17	0	8	2	-18	2	-5
O=C(Oc1ccc(Cl)c(Cl)c1)C1=CC=CN2CCS(=O)(=O)N=C12	1	12	14	0	-9	5	1	1
Nc1nc2ccccc2cc1S(=O)(=O)c1ccccc1	-4	6	28	-3	6	2	-15	0
Cc1ccc(-c2csc3nc(-c4ccncc4)[nH]c(=O)c23)cc1	-8	-49	3	2	-8	-2	21	26
COc1cccc(NC(=O)C(=S)NC2CCCCC2)c1	10	-164	-5	21	15	2	-220	-121
CC1CCCC(NC(=O)COC(=O)CSc2ccc3ccccc3c2)C1C (centres undefined)	-7	25	6	9	32	3	-3	9
Cc1cc(Oc2ccc(C)c(Cl)c2)nc(SCC(=O)c2ccccc2)n1	0	12	-5	18	23	10	-12	3
CC(C)(C)NC(=O)NC(=O)CSc1nnc(COc2ccccc2Cl)o1	-4	-41	-6	8	29	5	-26	-38
COc1ccc(Nc2nc(-c3sc(N)nc3C)cs2)cc1	-3	-22	-24	9	18	9	-11	-13
Cc1scc(C(=O)NNC(=S)NCC2CCCO2)c1-c1ccccc1 (centres undefined)	-2	1	-6	40	0	-4	-1	0
COC(=O)c1sc2nc(C)nc(SCC(=O)N3CCC(C(=O)O)CC3)c2c1C	-5	10	1	7	-14	-7	7	-2
COc1ccc(N2CCN(Cc3nc4c(c(=O)[nH]c(=O)n4C)n3Cc3cccc(Cl)c3)CC2)cc1	-6	-9	10	12	29	4	-5	-9
Cn1c2ccccc2c(=O)c2c(=O)n(C3CCCCC3)c(-c3ccco3)nc21	-8	-13	-7	8	15	-3	6	6
Cc1cc(C)n2nc(CC(=O)NC3CCCCCCC3)nc2n1	-15	20	-8	9	-3	-3	-8	17
Cc1csc(NC(=O)c2ccc3c(=O)n4c(nc3c2)CCCCC4)n1	-11	-27	-8	1	7	14	-83	-31
CCOC(=O)c1cc2oc(C)cc2n1CC(=O)OC1CCCCC1	2	12	-4	17	-11	3	25	9
COc1ccc(C(=O)NNC(=O)CSc2nnc(C(C)C)n2C)cc1	7	11	8	-6	-9	1	5	-2
COc1ccc(N(CC(=O)N2CCCCCC2)S(=O)(=O)c2ccc(OC)c(OC)c2)cc1	1	6	12	-7	-3	-6	12	2
Cc1ccc2nc(Cl)c(C3CC(c4ccco4)=NN3S(C)(=O)=O)cc2c1 (centres undefined)	1	-42	-1	22	10	6	-1	0
CC(C)COP(=O)(c1ccc(N(C)C)cc1)C(O)c1ccc(Br)cc1 (centres undefined)	-10	14	1	12	14	0	-12	-1

5 compounds out of the list above, sorted by the number in UBC13 polyUb, descending:
| Compound | 697 NFkB inh | UBC13 polyUb | CCR6 antag | EBI2 block | Jurkat NFkB inh |
| --- | --- | --- | --- | --- | --- |
| COc1ccc(N(CC(=O)N2CCCCCC2)S(=O)(=O)c2ccc(OC)c(OC)c2)cc1 | 6 | 12 | -7 | -6 | 12 |
| COc1ccc(C(=O)NNC(=O)CSc2nnc(C(C)C)n2C)cc1 | 11 | 8 | -6 | 1 | 5 |
| CC(C)COP(=O)(c1ccc(N(C)C)cc1)C(O)c1ccc(Br)cc1 (centres undefined) | 14 | 1 | 12 | 0 | -12 |
| Cc1ccc2nc(Cl)c(C3CC(c4ccco4)=NN3S(C)(=O)=O)cc2c1 (centres undefined) | -42 | -1 | 22 | 6 | -1 |
| Cc1cc(C)n2nc(CC(=O)NC3CCCCCCC3)nc2n1 | 20 | -8 | 9 | -3 | -8 |
